High-throughput results from PubChem BioAssay.
RXFP1 agonist – qHTS Assay for Agonists of the Relaxin Receptor RXFP1; Relaxin receptor 1 (Homo sapiens), Q9HBX9; HEK293T-RXFP1 cAMP TR-FRET, 30 min; response scale: percent of porcine relaxin response, buffer zero; Potency, µM (titrated, usually from 57.5 µM), for inactives: at the highest dose activation, actives largely listed as activators; 370,000 tested, 0.3% active; AID 2676, 2010; further: potency means the concentration at half of the fitted maximal effect; on the % scale 0 is the no-effect control and ±100 the full control effect; nearly all actives have a fitted effect of over 60% in size; many of its hits are not listed in these tables
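HEK293T cells stably expressing RXFP1 were pretreated with the PDE4 inhibitor Ro 20174, exposed to compounds for 30 min at 37C, lysed, and cAMP was read by TR-FRET. Data normalized to buffer (basal) and 29 nM porcine relaxin (100%).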
GRP78 ERSR act – qHTS for Inducers of the Endoplasmic Reticulum Stress Response (ERSR) in Human Glioma: qHTS; Potency, µM, for the others: top-dose activation, most hits filed as activators; 420,000 tested, 0.02% active; U87-MG GRP78 promoter luciferase reporter, 16 h; further: potency means the concentration at half of the fitted maximal effect; series mostly up to about 76 µM; % of control where 0% means no effect; nearly all actives have a fitted effect of over 35% in size
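Stably transfected U87-MG human glioma cells carrying a GRP78-based luminescent sensor were seeded at 1000 cells/well, pin-dosed with compounds and incubated 16 h. Luciferase reagent was then added, and end-point luminescence was read after 10 min at room temperature.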
Vif-A3F inh – qHTS for Inhibitors of Vif-A3F Interactions: qHTS. HeLa A3F-eYFP + Vif (tagged APOBEC3F with the HIV-1 protein that degrades it), YFP fluorescence increase. Potency, µM (titrated, usually from 46.1 µM), inactives show at the highest dose activity, negative = active. 390,000 tested, 0.2% active. AID 602313, 2012; further: potency means the concentration at half of the fitted maximal effect; % of control where 0% means no effect; nearly all actives have a fitted effect of over 65% in size
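Fluorescence increase (Ex 488/Em 500-530) after overnight compound treatment at 37 deg C flags inhibition of Vif-driven A3F-eYFP loss in stable HeLa A3F-eYFP/Vif cells seeded overnight beforehand.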
PI4K2A block – qHTS for small molecular inhibitors of PI4K2A; purified PI4K2A, ADP-Glo luminescence, 1 h; stronger effect = lower value; Phosphatidylinositol 4-kinase type 2-alpha (Homo sapiens), Q9BTU6; activity change, negative = inhibition, % at 76.9 µM; AID 1346378, 2018; 420,000 tested, 0.13% active; in the data active means activity change below about -50%; inconclusive means mostly about -30% to -49%;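 further: -100% = wells without enzyme as full effect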
Target sequence (Q9BTU6 whole entry, looked up): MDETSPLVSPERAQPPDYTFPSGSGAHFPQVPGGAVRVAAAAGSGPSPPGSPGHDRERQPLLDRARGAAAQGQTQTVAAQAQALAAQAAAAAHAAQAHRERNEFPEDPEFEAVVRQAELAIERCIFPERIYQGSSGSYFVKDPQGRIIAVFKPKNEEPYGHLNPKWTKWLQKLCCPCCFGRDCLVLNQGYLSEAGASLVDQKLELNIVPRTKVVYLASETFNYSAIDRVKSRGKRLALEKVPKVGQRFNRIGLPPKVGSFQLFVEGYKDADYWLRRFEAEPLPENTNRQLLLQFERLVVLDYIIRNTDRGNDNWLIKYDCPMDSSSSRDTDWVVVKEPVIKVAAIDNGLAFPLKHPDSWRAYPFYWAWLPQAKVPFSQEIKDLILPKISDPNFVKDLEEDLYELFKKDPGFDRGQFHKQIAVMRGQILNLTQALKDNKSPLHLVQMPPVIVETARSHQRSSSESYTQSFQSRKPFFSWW
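Compounds are screened against recombinant PI4K2A using PI as substrate and ATP, the latter dispensed at 300 microM. Reactions run one hour at ambient temperature before ADP-Glo detection; full inhibition defined by wells lacking enzyme.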
USP1 inh – Inhibitors of USP1/UAF1: Primary Screen; Ubiquitin carboxyl-terminal hydrolase 1 (Homo sapiens), O94782; recombinant USP1/UAF1, Ub-Rhodamine cleavage fluorescence; Potency, µM (top dose mostly 57.1 µM), for inactives: top-dose activity change, negative = inhibition, usual class: inhibitors; 390,000 tested, 0.23% active; further: potency means the concentration at half of the fitted maximal effect; on the % scale 0 is the no-effect control and ±100 the full control effect; nearly all actives have a fitted effect of over 60% in size; inactives centre near -12
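High-throughput fluorogenic screen: 1nM USP1/UAF1 complex, Ub-Rho substrate 150nM final, 50mM HEPES pH 7.8 with 0.5mM EDTA, 0.1 mg/ml BSA, 1mM TCEP and 0.01% Tween-20.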
TrxR1 substrate – qHTS Assay for Substrates of Mammalian Selenoprotein Thioredoxin Reductase 1 (TrxR1): qHTS. AID 588456, 2011. 390,000 tested, 0.01% active. Thioredoxin reductase 1, cytoplasmic (Rattus norvegicus), O89049. Potency, µM (highest dose often 114 µM), for the others: at the top dose activity change, negative = substrate turnover. purified TrxR1 substrate turnover, NADPH consumption readout; further: potency means the concentration at half of the fitted maximal effect; on the % scale 0 is the no-effect control and ±100 the full control effect; nearly all actives have a fitted effect of over 50% in size
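Rat TrxR1, dispensed at 90 nM, was prereduced with 400 uM NADPH (final) for 5 min at ~22 deg C, then incubated with compound 15 min before 400 uM selenite. A first-read NADPH fluorescence drop versus no-compound background flagged substrates.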
LDHA inh – qHTS assay for inhibitors of human lactate dehydrogenase; L-lactate dehydrogenase A chain (Homo sapiens), P00338; AID 1347041, 2019; purified LDHA, NADH/diaphorase-resazurin fluorescence; stronger effect = lower value; activity change, % (values are at about 110 or 230 µM); 480,000 tested, 0.15% active; in the data active means activity change below about -30%; inconclusive means mostly about -25% to -30%;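 further: plate controls were DMSO wells for no effect and wells without enzyme for full effect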
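Resorufin fluorescence (ex540/em590), read at 0 and 20 min after diaphorase/resazurin addition, reports the NADH left after a 5 min room-temperature reaction of 2 nM human LDH5 with 0.06 mM NADH and 0.2 mM pyruvate.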
Vif-A3G inh – qHTS for Inhibitors of Vif-A3G Interactions: qHTS. DNA dC->dU-editing enzyme APOBEC-3G (Homo sapiens), Q9HC16. 410,000 tested, 0.076% active. HeLa A3G-eYFP + Vif (tagged APOBEC3G with the HIV-1 protein that degrades it), YFP fluorescence, overnight. Potency, µM (highest dose often 46.1 µM), for the others: at the highest dose activity, negative = active, hits mostly inhibitors;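 further: potency means the concentration at half of the fitted maximal effect; on the % scale 0 is the no-effect control and ±100 the full control effect; nearly all actives have a fitted effect of over 60% in size; hits raise eYFP signal because A3G escapes Vif-driven loss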
Target sequence (Q9HC16 whole entry, looked up): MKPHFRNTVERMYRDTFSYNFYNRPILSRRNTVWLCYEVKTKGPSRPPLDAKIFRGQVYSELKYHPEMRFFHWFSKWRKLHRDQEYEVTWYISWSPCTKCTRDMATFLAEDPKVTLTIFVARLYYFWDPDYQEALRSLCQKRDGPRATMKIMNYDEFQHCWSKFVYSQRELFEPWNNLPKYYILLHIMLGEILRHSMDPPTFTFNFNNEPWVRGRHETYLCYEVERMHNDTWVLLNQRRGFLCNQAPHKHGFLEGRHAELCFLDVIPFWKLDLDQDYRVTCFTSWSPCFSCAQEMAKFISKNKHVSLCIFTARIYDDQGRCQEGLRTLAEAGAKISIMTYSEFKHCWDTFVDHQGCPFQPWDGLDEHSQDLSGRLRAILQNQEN
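Read-out is eYFP fluorescence (Ex 488/Em 500-530) from Vif-expressing HeLa A3G-eYFP cells; more signal means A3G escaped Vif-mediated degradation. Cells plated overnight, compound pinned in, incubated overnight at 37 deg C.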
mIDH1 inhibitor – qHTS for Inhibitors of mutant isocitrate dehydrogenase 1 (IDH1): qHTS. Potency, µM (doses to about 76.6 µM), inactives show at the top dose activity change, negative = inhibition, actives largely listed as inhibitors. 390,000 tested, 0.093% active. IDH1-R132H enzyme, NADPH consumption, diaphorase/resazurin fluorescence. AID 602179, 2012; further: potency means the concentration at half of the fitted maximal effect; on the % scale 0 is the no-effect control and ±100 the full control effect; nearly all actives have a fitted effect of over 65% in size
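IDH1-R132H (0.5 ug/mL) preincubated 30 min with compound, then NADPH (0.016 mM) and alpha-KG (2 mM) added; 80 min at RT, pH 7.5. Remaining NADPH coupled via diaphorase/resazurin to fluorescence (540/590 nm); concentration-response curves normalized to no-enzyme control.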
* marks the source's active call; other numbers are inactive results; ? = inconclusive; . = no result given; & = joins results of further samples; [ ] = another dose, or the depositor's remark. Unless noted, the call rests on the fitted dose curve; in most records, active means well fitted curve in the direction sought with a large enough effect; inconclusive means small, poorly fitted or top-dose-only effect, or another doubt; inactive means no such curve, though single readings can be large; an effect the other way counts as inactive or inconclusive.

| Molecule | USP1 inh | Vif-A3F inh | PI4K2A block | LDHA inh | GRP78 ERSR act | RXFP1 agonist | TrxR1 substrate | mIDH1 inhibitor | Vif-A3G inh |
| --- | --- | --- | --- | --- | --- | --- | --- | --- | --- |
| Cc1nn(C)c(C)c1CN(C)C(=O)C1c2ccccc2Oc2ccccc21 | -1.1% | 0.5% | 9.3 | 0.0 | -1.9% | 0.0% | 1.3%[57.1 µM] | 4.7% | -1.8% |
| Cc1nc2cc(NC(=O)NCCC3=CCCCC3)ccc2o1 | -9.6% | -8.7% | -5.0 | 13.4 | 4.1% | -0.4% | 15.7% | 5.8% | 0.3% |
| CCOc1ccc(-c2nnn(CC(=O)NCc3ccc(OC)cc3)n2)cc1OCC | -0.1% | -8.2% | 0.7 | -6.4 | -3.0% | -0.2% | 9.2% | 1.8% | -1.8% |
| CC(=O)Nc1ccc(NC(=O)CSc2ncc(C(=O)Nc3ccc(Cl)cc3)c(=O)n2C)cc1 | -18.0% | ? | -1.6 | -7.3 | 2.2% | 19.0% | 30.5%[activator] | 2.0% | -0.4% |
| COc1cc2c(cc1OC)/C(=C/C(=O)c1ccccc1F)NCC2 | -19.4% | 2.6% | 1.2 | 7.6 | -2.6% | 2.0% | 6.4%[2.29 µM] | 2.7% | -4.4% |
| CCOC(=O)c1ccc(NC(=O)Oc2ccccc2)cc1 | -3.6% | 7.9% | -6.3 | -19.5 | -2.3% | 1.5% | -7.3% | 2.8% | 1.0% |
| COc1ccc2c(c1)C1(Nc3ccccc3-c3nc4ccccc4n31)C(=O)N2C (centres undefined) | -13.5% | -7.5% | 7.6 | -1.2 | 1.0% | 0.9% | 4.5% | 2.2% | -12.2% |
| Cc1ccccc1NC(=O)c1sc2nc(N3CCOCC3)c3c(c2c1N)CCCC3 | -11.9% | 1.6% | -7.4 | 3.9 | 1.7% | ? | 4.6% | 3.9% | -4.3% |
| Cc1c(C(=O)N/N=C/c2ccc(N(C)C)cc2)[nH]c2ccc(Cl)cc12 | -22.5% | 6.1% | -1.4 | -1.9 | -3.2% | 5.0% | 18.9% | 2.6% | -50.3% |
| COc1ccc(S(=O)(=O)Nc2cc(-c3cn4ccccc4n3)ccc2C)cc1 | -27.2% | 1.3% | -4.8 | 2.1 | -2.3% | 8.1% | 16.9% | 26.0% | 1.7% |
| CN1CCN(CCCNC(=O)c2ccc(/C=C3\Sc4ccccc4N(Cc4ccccc4F)C3=O)cc2)CC1 | -11.1% | ? | -6.7 | -1.0 | -5.4% | 0.9% | 6.6%[57.1 µM] | -0.6% | -20.8% |
| CCN(c1ccc(OC)cc1)S(=O)(=O)N1CCCC(C(=O)NCc2ccc(OC(C)C)cc2)C1 (centres undefined) | -28.7% | -8.0% | -2.3 | 0.8 | -1.6% | . | . | 10.9% | -6.8% |
| Cn1nc(C(F)(F)F)c(C#N)c1N1CCN(c2cccc(C(F)(F)F)c2)CC1 | -17.5% | -1.1% | -7.2 | 0.9 | -6.0% | 28.1% | -14.7% | 3.5% | 0.7% |
| Cc1cc(C(=O)OCC(=O)c2ccc3c(c2)NC(=O)CO3)c2ccccc2n1 | -2.4% | -3.1% | -0.8 | -6.9 | 10.4% | 0.9% | 3.7% | 3.5% | 3.8% |
| CC1(C)C(=O)Nc2ccccc2N1C(=O)COC(=O)c1ccc(NC(N)=O)cc1 | -16.8% | 6.0% | 2.0 | -3.1 | -3.0% | -0.5% | -6.5% | -6.5% | -4.9% |
| NS(=O)(=O)c1ccc(NC(=S)N2CCN(Cc3ccc4c(c3)OCO4)CC2)cc1 | -6.9% | -0.4% | 1.5 | -4.2 | -4.9% | -0.8% | -1.2% | 3.9% | 2.0% |
| Cc1nc(C(=O)N2CCc3c([nH]c4ccccc34)C2c2cc(F)ccc2F)cs1 (centres undefined) | -10.6% | -6.8% | -0.9 | -0.9 | -1.5% | -3.0% | -1.7%[57.1 µM] | -10.2% | -0.4% |
| CC(=O)c1ccc(NC(=O)CCn2c(=S)oc3ccccc32)cc1 | -15.9% | 0.7% | 2.9 | -5.2 | -4.7% | 2.4% | -1.2% | -2.9% | 1.6% |
| CS(=O)(=O)c1ccc(Cl)c(NC(=O)CN2CCCC2c2ccc3c(c2)OCCCO3)c1 (centres undefined) | -20.0% | -4.4% | -5.8 | 1.4 | -2.8% | 1.2% | -4.2% | -5.6% | 4.7% |
| O=C(c1ccccn1)N1CCN(c2cccc(C(F)(F)F)c2)CC1 | -14.5% | 2.3% | -1.9 | -4.3 | 1.3% | -1.1% | -0.3% | 14.7% | 5.9% |
| Cc1ccc2c(C(=O)CNc3nccs3)c[nH]c2c1 | . | . | . | 0.0 | -3.3% | . | -0.5% | . | 2.3% |
| Cc1ccc2c(c1)C1C3CCC(C3)C1S(=O)N2 (centres undefined) | -7.9% | 4.3% | -10.7 | 2.6 | -2.7% | -0.3% | 13.4%[57.1 µM] | -2.1% | -0.5% |
| O=C(Nc1ccc(S(=O)(=O)N2CCCC2)cc1)c1cccc(OC(F)F)c1 | -13.4% | 2.2% | 5.0 | -5.3 | -0.8% | 0.0% | -3.0% | 1.0% | 1.1% |
| Cc1ccc2cc(CN(Cc3nnnn3C3CCCC3)C3CCCCC3)c(=O)[nH]c2c1C | -19.8% | -5.3% | 0.6 | -10.8 | -1.1% | 2.1% | 6.3% | 9.8% | 0.5% |
| COc1ccc(OC)c(S(=O)(=O)NCC(c2ccco2)S(=O)(=O)c2ccccc2)c1 (centres undefined) | -6.0%&-24.7% | 3.0%&5.0% | 2.0&5.9 | -3.6&-2.9 | 2.5%&-1.9% | 0.3%&0.8% | -1.1% | 3.0%&-2.9% | -0.9%&2.3% |
| CCC(C)C(CO)NCCCn1cnc2c(OC)ncnc21 (centres undefined) | -28.0% | -11.1% | 3.3 | -0.4 | -2.6% | . | . | 9.5% | 1.6% |
| CCOC(=O)C1(C)CCN1C(=O)c1cc2ccccc2s1 (centres undefined) | . | . | -8.5 | -11.9 | 3.5% | . | . | . | -0.9% |
| O=C(CN1C(=O)COc2ccc(S(=O)(=O)N3CCOCC3)cc21)N1CCN(c2ccccc2)CC1 | -29.7% | -1.8% | 23.7 | 3.9 | -5.2% | 0.6% | -1.9% | 9.2% | -2.4% |
| Nc1ncc(-c2ccc(-c3ccccc3)cc2F)cc1-c1ccccc1F | . | . | 1.6 | 0.2 | 0.9% | . | . | . | -8.7% |
| CC1CN(c2ncc(/C=N/NC(=O)c3ccccc3O)s2)CC(C)O1 (centres undefined) | -21.5% | 3.6% | 1.3 | 12.0 | -0.5% | -0.9% | -8.1% | 2.4% | -2.4% |
| COc1ccc(OC)c(CCNC(=O)c2ccc3[nH]c(C)c(C)c3c2)c1 | ? | 1.2% | -1.9 | -4.1 | -0.7% | 2.8% | -8.2%[57.1 µM] | 23.2% | -2.8% |
| Brc1ccccc1-c1nnc(-c2cccnc2)o1 | -12.8% | 3.9% | 4.4 | -4.0 | -3.9% | 1.0% | -2.9% | -0.2% | 0.6% |
| CC(=O)c1c(C)[nH]c(C(=O)OCC(=O)Nc2ccc(Cl)cc2[N+](=O)[O-])c1C | -19.9% | 8.6% | 0.5 | 1.0 | -4.5% | 1.4% | -5.5% | 6.8% | 1.3% |
| Cc1c(Br)c(C(F)(F)F)nn1CC(=O)NCc1ccccc1 | -7.3% | -7.4% | -5.8 | -1.2 | -2.3% | 1.7% | -3.8% | -1.6% | -4.1% |
| CCn1nc(C)c(Br)c1Nc1ccc(Br)cc1 | -9.5% | 10.5% | 6.1 | -11.5 | -2.2% | -0.1% | -0.9%[57.1 µM] | -1.3% | -7.6% |
| O=C1C(Cc2ccccc2)S/C(=N/N=C/c2ccco2)N1c1ccccc1 (centres undefined) | -22.2% | 0.1% | -2.1 | -8.3 | -3.1% | -1.1% | 9.6%[57.1 µM] | 3.7% | -6.4% |
| COc1ccccc1C(=O)Nc1ccnn1C1CCN(Cc2ncc[nH]2)CC1 | -17.4% | -4.7% | -2.5 | 0.5 | -3.5% | 0.2% | 5.5% | -10.7% | -0.9% |
| COc1ccc(/C=C/C(=O)NC(=S)N2CCN(c3ccccn3)CC2)cc1OC | ? | ? | -15.7 | -9.5 | -4.5% | -0.5% | 8.6%[57.1 µM] | 7.0% | -0.8% |
| Cc1ccc(Cn2c(=S)[nH]c3ccccc3c2=O)cc1 | -11.3% | 0.0% | -4.7 | -1.5 | -2.8% | 1.7% | -1.9% | 0.0% | -5.9% |
| O=C1NCCN(Cc2ccc(Cl)c(F)c2)C1CC(=O)N1CCCO1 (centres undefined) | -19.6% | 13.8% | -2.3 | -0.4 | 6.8% | 0.4% | 20.0% | 10.3% | -0.5% |

This is a subset; the hit share may differ from the screen's.
